# Source: PubChem
# RGS4 inh: blocks human RGS4-accelerated GTP hydrolysis | P49798 | Transcreener GDP fluorescence polarization, RGS4-accelerated GTP hydrolysis | Potency, µM (titrated, usually from 114 µM), for the others: top-dose activity change, negative = inhibition, usual class: inhibitors | 390,000 tested, 0.039% active; note: potency is the fitted concentration of half-maximal effect; % is set by controls: 0 for no effect and ±100 for the full control effect; nearly all actives have a fitted effect of over 75% in size; some results filed as inactive show a strong effect at the top dose
#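 MLSMR compounds (23 nl, pin-transferred) preincubated 10 min at room temperature with a 500nM (2x) first reagent, then RGS4 at 900nM (2x) plus Transcreener GDP mix added; fluorescence polarization (620/688 nm) read before and after 90 min at 30 °C.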
# JMJD2A Tudor: JMJD2A Tudor domain (human) inhibition; O75164; AlphaScreen JMJD2A-Tudor / H3K4me3 peptide binding; Potency, µM (doses to about 114 µM), for the others: at the highest dose activity change, negative = inhibition, most hits filed as inhibitors; 390,000 tested, 4.4% active; note: potency is the fitted concentration of half-maximal effect; % is set by controls: 0 for no effect and ±100 for the full control effect; nearly all actives have a fitted effect of over 50% in size
# ERG-DNA inh: inhibitors of human ERG Ets domain-DNA interaction. fluorescence polarization, His-ERG Ets domain / labelled DNA. 370,000 tested, 0.028% active. Potency, µM (doses to about 76.9 µM), without a hit: at the top dose FP activity, negative = inhibition, most hits filed as inhibitors; active = well fitted inhibition curve with a large enough effect in the polarisation, with a control signal flat; inconclusive = small, poorly fitted or top-dose-only effect, or effect the other way, or a change in a side signal; inactive = no such curve, though single readings can be large or run the other way; the % refers to the polarisation;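 note: polarization taken with two DNA probes labelled with fluorescein and Texas red; potency is the fitted concentration of half-maximal effect; % of control where 0% means no effect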
#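 His-tagged ERG Ets domain (1 uM in the protein solution; 300mM KCl, 50mM Tris-HCl, 1mM EDTA, 1mM DTT, pH 7.5) received compound, then a probe mix of 5 nM fluorescein-DNA and 100nM Texas-615-DNA. Fluorescence polarization was read for both dyes.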
# ALOX12 inh: inhibitors of human 12S-lipoxygenase ALOX12 | purified 12hLO, xylenol orange hydroperoxide absorbance | Potency, µM (highest dose often 108 µM), without a hit: at the top dose activity change, negative = inhibition, hits mostly inhibitors | 580,000 tested, 1.1% active | AID 1671190; note: potency is the fitted concentration of half-maximal effect; % is set by controls: 0 for no effect and ±100 for the full control effect
#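 Purified human 12hLO at 150 nM in 25 mM Hepes, 0.01% Triton X-100, pH 7.0, preincubated 15 min at room temperature with compound. Reaction started with 40 uM arachidonic acid, 30 min at room temperature. Hydroperoxide measured by Fe-xylenol orange, 573/405 nm absorbance ratio.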
# GLS inhibitor: glutaminase GLS (human) inhibition; AID 624170; GLS enzymatic activity, qHTS titration; 410,000 tested, 0.21% active; Potency, µM (doses to about 45.5 µM), without a hit: at the highest dose activity change, negative = inhibition, hits mostly inhibitors; note: potency is the fitted concentration of half-maximal effect; % is set by controls: 0 for no effect and ±100 for the full control effect
#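 Coupled fluorescence readout: glutamate oxidase/HRP/Amplex Red detect glutamate formed by hKGA from L-glutamine (1 mM solution added). Buffer 45 mM KH2PO4 pH 8.2, 0.02% Tween-20; reads at t0 and 30 min RT.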
# PI4K2A block: inhibitors of human PI4K2A | Q9BTU6 | purified PI4K2A, ADP-Glo luminescence, 1 h; hits give low values | activity change, negative = inhibition, % at 76.9 µM | 420,000 tested, 0.13% active; in the data active = activity change below about -50%; inconclusive = mostly about -30% to -49%;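 note: -100% = wells without enzyme as full effect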
#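 ADP-Glo luminescence measured ADP generated by PI4K2A enzyme (4 ug/mL before mixing) with 1.2 mM PI substrate (pre-mix) and 300 microM ATP (pre-mix). Tris pH7.5 buffer with MgCl2, Triton X-100; 1 h reaction at ambient temperature.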
# HP1b chromo inh: inhibitors of HP1-beta chromodomain binding to methylated histone tails; AID 540317; 390,000 tested, 0.56% active; Potency, µM (series often up to 114 µM), without a hit: at the top dose activity change, negative = inhibition, hits mostly inhibitors; AlphaScreen HP1-beta / biotin-H3K9me3 peptide binding; note: potency is the fitted concentration of half-maximal effect; nearly all actives have a fitted effect of over 70% in size; inactives centre near 23
#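 AlphaScreen: HP1-beta (50 nM) preformed 30 min with biotin-H3(1-18)K9me3 peptide (50 nM) in PBS pH 7.4, 0.01% Tween-20. Compound added for 30 min at RT, then streptavidin donor/nickel chelate acceptor beads (10 ug/mL) for 30 min.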
# BAZ2B block: inhibitors of human BAZ2B bromodomain; Q9UIF8; 360,000 tested, 4.4% active; Potency, µM (series often up to 114 µM), for inactives: at the top dose activity change, negative = inhibition, most hits filed as inhibitors; AlphaScreen BAZ2B-H3K14Ac peptide displacement; note: potency is the fitted concentration of half-maximal effect; % is set by controls: 0 for no effect and ±100 for the full control effect; nearly all actives have a fitted effect of over 60% in size
# Target sequence (Q9UIF8 whole entry, looked up): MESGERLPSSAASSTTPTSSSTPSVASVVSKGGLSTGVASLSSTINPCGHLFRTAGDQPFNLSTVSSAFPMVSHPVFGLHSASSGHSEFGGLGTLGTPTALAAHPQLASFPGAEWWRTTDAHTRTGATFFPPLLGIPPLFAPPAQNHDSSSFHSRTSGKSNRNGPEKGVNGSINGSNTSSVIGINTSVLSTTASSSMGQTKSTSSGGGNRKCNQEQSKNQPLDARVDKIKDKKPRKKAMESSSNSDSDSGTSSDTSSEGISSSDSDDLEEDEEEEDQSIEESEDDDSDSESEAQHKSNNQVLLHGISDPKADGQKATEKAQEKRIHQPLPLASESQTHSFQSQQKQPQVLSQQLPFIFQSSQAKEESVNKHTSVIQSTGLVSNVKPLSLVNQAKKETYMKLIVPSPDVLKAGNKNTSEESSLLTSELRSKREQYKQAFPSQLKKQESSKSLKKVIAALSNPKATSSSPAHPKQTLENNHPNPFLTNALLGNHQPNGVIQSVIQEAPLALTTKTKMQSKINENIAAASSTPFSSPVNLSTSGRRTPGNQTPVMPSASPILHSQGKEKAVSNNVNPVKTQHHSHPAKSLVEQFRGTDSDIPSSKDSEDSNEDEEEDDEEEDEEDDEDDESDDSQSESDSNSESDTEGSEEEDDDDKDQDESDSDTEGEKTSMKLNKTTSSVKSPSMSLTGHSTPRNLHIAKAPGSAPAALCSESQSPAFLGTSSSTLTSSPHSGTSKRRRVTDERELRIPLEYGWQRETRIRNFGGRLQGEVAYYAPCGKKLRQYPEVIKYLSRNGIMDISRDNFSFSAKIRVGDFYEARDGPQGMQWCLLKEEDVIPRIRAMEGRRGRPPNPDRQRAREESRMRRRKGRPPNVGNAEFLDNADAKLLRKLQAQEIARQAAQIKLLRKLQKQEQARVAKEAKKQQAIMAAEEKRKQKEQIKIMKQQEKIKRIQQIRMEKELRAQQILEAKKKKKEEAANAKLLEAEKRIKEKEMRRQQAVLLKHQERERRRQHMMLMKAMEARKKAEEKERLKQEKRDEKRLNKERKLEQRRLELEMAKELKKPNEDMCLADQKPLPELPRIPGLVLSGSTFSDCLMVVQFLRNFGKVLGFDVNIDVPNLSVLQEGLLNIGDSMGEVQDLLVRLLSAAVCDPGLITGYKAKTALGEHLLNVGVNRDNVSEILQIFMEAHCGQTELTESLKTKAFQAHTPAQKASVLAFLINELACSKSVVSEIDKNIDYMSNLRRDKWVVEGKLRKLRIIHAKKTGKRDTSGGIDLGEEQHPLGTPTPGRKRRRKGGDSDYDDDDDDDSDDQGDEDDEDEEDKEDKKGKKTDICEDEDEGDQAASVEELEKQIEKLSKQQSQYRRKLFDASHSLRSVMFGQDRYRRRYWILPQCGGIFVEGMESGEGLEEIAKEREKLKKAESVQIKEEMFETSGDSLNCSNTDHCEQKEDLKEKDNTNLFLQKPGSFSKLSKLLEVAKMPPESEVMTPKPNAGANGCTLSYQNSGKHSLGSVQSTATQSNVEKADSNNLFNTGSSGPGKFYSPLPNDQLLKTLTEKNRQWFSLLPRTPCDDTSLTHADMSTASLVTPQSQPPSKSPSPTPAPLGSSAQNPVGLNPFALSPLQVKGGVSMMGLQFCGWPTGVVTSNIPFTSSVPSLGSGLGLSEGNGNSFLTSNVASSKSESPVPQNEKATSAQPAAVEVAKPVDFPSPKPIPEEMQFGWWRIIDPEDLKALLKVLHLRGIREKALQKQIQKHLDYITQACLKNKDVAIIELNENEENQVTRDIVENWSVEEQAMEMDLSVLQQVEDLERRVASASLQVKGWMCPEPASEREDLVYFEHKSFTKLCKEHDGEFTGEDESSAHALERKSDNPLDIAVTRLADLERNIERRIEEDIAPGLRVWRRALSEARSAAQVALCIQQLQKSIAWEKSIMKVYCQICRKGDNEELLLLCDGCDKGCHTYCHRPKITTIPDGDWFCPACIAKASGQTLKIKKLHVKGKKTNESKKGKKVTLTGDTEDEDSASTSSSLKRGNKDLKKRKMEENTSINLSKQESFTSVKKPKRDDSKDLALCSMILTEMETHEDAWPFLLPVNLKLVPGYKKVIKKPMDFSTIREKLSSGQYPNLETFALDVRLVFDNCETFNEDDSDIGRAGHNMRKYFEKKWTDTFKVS
#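 AlphaScreen displacement: compounds (up to 110uM) incubated 30 min at room temperature with a preformed 50 nM BAZ2B/50 nM biotinylated H3K14Ac peptide complex in PBS pH 7.4 with Tween-20. Donor and acceptor beads at 10 ug/mL final added, 20 min light-protected before reading.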
# G9a block: blocks human histone lysine methyltransferase G9a; AID 504332; Q96KQ7; G9a H3K9 monomethylation, AlphaScreen, 2 h; Potency, µM (titrated, usually from 102 µM), for the others: at the highest dose activity, negative = inhibition, hits mostly inhibitors; 350,000 tested, 8.8% active; note: potency is the fitted concentration of half-maximal effect; % is set by controls: 0 for no effect and ±100 for the full control effect; nearly all actives have a fitted effect of over 75% in size
#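 G9a (20 nM) was preincubated 15 min with compound, then reacted 2 h at room temperature with 500 nM biotin-H3K9 peptide and 20 µM SAM. Monomethyl-H3K9 detected by AlphaScreen using anti-H3K9me1 antibody.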
# An asterisk follows results filed as active; ? = inconclusive; / = not tested or not shown; & = joins results of further samples; [ ] = remark or other dose. Unless noted, calls come from the whole dose curve; as a rule, active = well fitted curve in the direction sought with a large enough effect; inconclusive = small, poorly fitted or top-dose-only effect, or another doubt; inactive = no such curve, though single readings can be large; an effect the other way counts as inactive or inconclusive. The list is partial; rates above refer to the full screens.
item | Molecule | RGS4 inh | JMJD2A Tudor | ERG-DNA inh | ALOX12 inh | GLS inhibitor | PI4K2A block | HP1b chromo inh | BAZ2B block | G9a block
1 | O=c1cc(CN2CCN(c3ccccc3F)CC2)c2cc(O)c(-c3ccccc3)cc2o1 | -6% | 89µM* | -5% | -13% | 0% | 1 | -12% | 1% | -12%
2 | COc1cccc(Cn2cc(/C=N/NC(=O)c3cc(O)cc(O)c3)c3ccccc32)c1 | -22% | ? | -4% | -29% | 19% | -4 | -29% | ? | /
3 | Cn1c(SCc2nc3ccccc3c(=O)[nH]2)nnc1-c1ccco1 | 7% | -3% | / | 20% | 15% | -1 | 30% | -5% | ?
4 | O=C(O)c1ccccc1C(=O)NCCc1c(C(=O)O)[nH]c2ccc(Cl)cc12 | 3%[11.4 µM] | -10%[11.4 µM] | -8% | -22% | 17% | 0 | 47%[activator] | -16% | -29%
5 | C#CCn1c(=NC(=O)c2cc(Cl)sc2Cl)sc2cc(S(N)(=O)=O)ccc21 | -22% | -12% | 19% | -10% | 9% | -2 | 16% | -35% | ?
6 | C/C(O)=C(\N=Nc1cc(C)ccc1O)C(N)=O | ? | -27%[11.4 µM] | 13% | ? | ? | 0 | ? | ? | ?
7 | COc1ccc(NCC(=O)N/N=C2\CCCC(C)C2)cc1 (stereo not drawn) | 11% | -18% | 2% | -2% | ? | 2 | 27% | -9% | 22%[59 µM]
8 | COc1ccc(N2CCN(C(c3ccccc3OC)c3nnnn3C3CCCC3)CC2)cc1 (stereo not drawn) | -16% | 56µM* | 4% | ? | 29% | 1 | ? | 45µM* | 16µM*
9 | Cc1c(C(=O)OC2CCC(C)CC2)[nH]c2c1C(=O)CCC2 (stereo not drawn) | -10% | -8% | 7% | ? | -2% | -3 | 37% | -22% | ?
10 | CC(C)NC(=O)CN1CCC(c2nc3ccccc3[nH]2)CC1 | -16% | -4% | -17% | -2% | -11% | 2 | 50%[activator] | -13% | 24%
11 | CCC(C)c1ccc(NC(=O)COc2c(F)c(F)c(C(F)(F)F)c(F)c2F)cc1 (stereo not drawn) | 9% | 2% | 5% | -9% | 2% | -4 | 57% | 8% | 32%[59 µM]
12 | CC1(C)NC(=O)N(CC(=O)N2CCN(c3cccc(Cl)c3)CC2)C1=O | -2% | -11% | 4% | / | 2% | -1 | 31% | 7% | -1%[59 µM]
13 | CCC(Cc1ccccc1)NCc1c(C(=O)O)c(C)n(Cc2ccccc2)c1C (stereo not drawn) | -2% | -22% | -5% | 17% | 2% | -5 | 29% | -16% | ?
14 | Cc1ccnc(SCc2cc(=O)c(OC(=O)c3ccccc3)co2)n1 | -14% | -11% | 13% | -10% | -2% | 7 | 44%[activator] | / | 1%
15 | CCCCn1c(N)c(N(CCC(C)C)C(=O)CN2C(=O)C3CCCCC3C2=O)c(=O)[nH]c1=O (stereo not drawn) | -23% | -10% | -8% | -13% | -7% | 2 | 43%[activator] | -8% | 42%[activator]
16 | Cc1cc(=O)nc2c3ccccc3n(CC(=O)NC(C)c3ccc4c(c3)OCCO4)n12 (stereo not drawn) | -9% | -2% | 4% | ? | -10% | -4 | 40%[activator] | -25% | -1%[59 µM]
17 | COc1ccccc1N(CC(=O)NC1CCCC1)S(=O)(=O)c1cccc(C(F)(F)F)c1 | 5% | -20% | 1% | 10% | 0% | -7 | 24% | 8% | -4%
18 | CCCC(=O)N1CCN(c2ccc(NC(=S)NC(=O)CC)cc2)CC1 | -1% | -10% | -5% | ? | 63%[activator] | -2 | 20% | -4% | 20%[0.501 µM]
19 | COc1cc(OC)c(OC)cc1CN1CCCC(C(=O)c2ccc3c(c2)OCO3)C1 (stereo not drawn) | 5%[11.4 µM] | -26% | 7% | -14% | -4% | -2 | 20% | -15% | 3%
20 | O=S(=O)(Nc1ccncc1)c1cc(Cl)ccc1Cl | 8% | -12% | 9% | -11% | -1% | 2 | 24% | -1% | 19%
21 | O=C(Oc1ccccc1F)c1ccc2c(=O)n3c(nc2c1)CCC3 | 12% | -12% | 5% | -12% | -1% | -9 | 18% | -1% | 63µM*
22 | COc1ccc(C(CC(=O)N2CCCC2)c2c(OC)cc(OC)c3c(-c4ccccc4)cc(=O)oc23)cc1 (stereo not drawn) | -48%&-39% | 50µM* | -6% | ? | ? | -4 | -16%&-3% | 56µM* | 14%[12.7 µM]
23 | O=C(COc1ccc2c(-c3ccccc3)cc(=O)oc2c1)NCCN1CCOCC1 | 0% | -20% | 1% | 16%&11% | -2% | 7 | 31% | -15% | 0%[59 µM]
24 | CCN(CC)S(=O)(=O)c1cccc(NC(=O)COc2ccc(Cl)cc2Br)c1 | 4% | -13% | / | 0% | 2% | -8 | 24% | 2% | 15%
25 | Cn1nc(-c2ccccc2)c(N2CCCCC2)cc1=O | -21% | -14% | -11% | -5% | -3% | 11 | 36% | -23% | -21%
26 | CCc1ccc(-c2nn(CC(=O)Nc3ccccc3)c3c2cnc2ccc(F)cc23)cc1 | -5% | -13% | -5% | ? | 0% | 2 | 53%[activator] | -11% | 5%[59 µM]
27 | O=C1CCCC2=C1C(c1cccc(O)c1)c1c(ccc3ncccc13)N2 (stereo not drawn) | 3% | 3% | 5% | ? | 24% | 1 | 23% | -13% | -45%
28 | N#CCn1cnc2c(oc3ccccc32)c1=O | -1% | -7% | 14% | / | -3% | 6 | 14%[57 µM] | -1% | 11%
29 | C=CCN(CCNP(=O)(OCC)OCC)CP(=O)(OCC)OCC | -5% | 0% | 6% | 0% | 0% | 6 | 26% | 6%[57.1 µM] | -13%
30 | CC(NC(=O)c1cccs1)C(c1cccs1)N1CCN(Cc2ccccc2)CC1 (stereo not drawn) | 34% | ? | / | 3% | 11% | -3 | -9% | 3% | -3%[59 µM]
31 | Cc1ccc(CN2C3=NC(=O)CN3c3ccccc32)cc1 | -9% | -1% | -3% | 0% | -4% | 2 | 37%[activator] | 6% | 23%[59 µM]
32 | CCCCn1nnc(NC(=O)COc2cc(C)ccc2C(C)C)n1 | -17% | -1% | -5% | 227%[activator] | 1% | 7 | 52%[activator] | 5% | -6%
33 | COC(=O)c1ccc(SC2CCCCC2)c([N+](=O)[O-])c1 | 4% | ? | 1% | -4% | -14% | -3 | -21% | ? | 16µM*
34 | CCOc1ccccc1NC(=O)Cn1ncc2c(=O)oc3ccc(C)cc3c21 | 6% | -10% | -10% | -2% | -5% | 3 | 21% | -3% | -1%[59 µM]
35 | CCN(CC)CCN(C(=O)c1ccc2c(c1)CCCC2)c1nc2ccc(C)cc2s1 | 19% | ? | -2% | 16% | 5% | -6 | -10% | -39% | ?
36 | Clc1ccc(Cn2ccc3ccccc32)cn1 | 15% | -6%[57.1 µM] | 1% | -12% | 22% | 2 | 28%[57 µM] | 5% | 17%[2.33 µM]
37 | CNc1ncc(-c2nnnn2-c2ccccc2)c(-c2ccccc2)n1 | 0% | -16% | -15% | ? | -4% | -6 | 27% | -1% | -37%

# Among those listed so far, these have a halogen:
item | Molecule | RGS4 inh | JMJD2A Tudor | ERG-DNA inh | ALOX12 inh | GLS inhibitor | PI4K2A block | HP1b chromo inh | BAZ2B block | G9a block
1 | O=c1cc(CN2CCN(c3ccccc3F)CC2)c2cc(O)c(-c3ccccc3)cc2o1 | -6% | 89µM* | -5% | -13% | 0% | 1 | -12% | 1% | -12%
4 | O=C(O)c1ccccc1C(=O)NCCc1c(C(=O)O)[nH]c2ccc(Cl)cc12 | 3%[11.4 µM] | -10%[11.4 µM] | -8% | -22% | 17% | 0 | 47%[activator] | -16% | -29%
5 | C#CCn1c(=NC(=O)c2cc(Cl)sc2Cl)sc2cc(S(N)(=O)=O)ccc21 | -22% | -12% | 19% | -10% | 9% | -2 | 16% | -35% | ?
11 | CCC(C)c1ccc(NC(=O)COc2c(F)c(F)c(C(F)(F)F)c(F)c2F)cc1 (stereo not drawn) | 9% | 2% | 5% | -9% | 2% | -4 | 57% | 8% | 32%[59 µM]
12 | CC1(C)NC(=O)N(CC(=O)N2CCN(c3cccc(Cl)c3)CC2)C1=O | -2% | -11% | 4% | / | 2% | -1 | 31% | 7% | -1%[59 µM]
17 | COc1ccccc1N(CC(=O)NC1CCCC1)S(=O)(=O)c1cccc(C(F)(F)F)c1 | 5% | -20% | 1% | 10% | 0% | -7 | 24% | 8% | -4%
20 | O=S(=O)(Nc1ccncc1)c1cc(Cl)ccc1Cl | 8% | -12% | 9% | -11% | -1% | 2 | 24% | -1% | 19%
21 | O=C(Oc1ccccc1F)c1ccc2c(=O)n3c(nc2c1)CCC3 | 12% | -12% | 5% | -12% | -1% | -9 | 18% | -1% | 63µM*
24 | CCN(CC)S(=O)(=O)c1cccc(NC(=O)COc2ccc(Cl)cc2Br)c1 | 4% | -13% | / | 0% | 2% | -8 | 24% | 2% | 15%
26 | CCc1ccc(-c2nn(CC(=O)Nc3ccccc3)c3c2cnc2ccc(F)cc23)cc1 | -5% | -13% | -5% | ? | 0% | 2 | 53%[activator] | -11% | 5%[59 µM]
36 | Clc1ccc(Cn2ccc3ccccc32)cn1 | 15% | -6%[57.1 µM] | 1% | -12% | 22% | 2 | 28%[57 µM] | 5% | 17%[2.33 µM]
